Screening results from PubChem BioAssay.
COUP-TFII inh – inhibitors of human COUP-TFII (NR2F2). AID 686940. HEK293T NGFI-A luciferase reporter, luminescence. inhibition, % at 8.6 µM. hit rate 0.7% among 370,000;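 active = inhibition above a per-plate cutoff, mean inhibition of test wells between control levels plus 3 SD, cut at about 38% in these data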;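 note: cells cotransfected with COUP-TFII expression vector driving the NGFI-A reporter; 0% = median of COUP-TF2 test wells and 100% = reporter-only cells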
NCOA3 inh – human NCOA3 inhibition; Q9Y6Q9; HEK293 GAL4-SRC3 luciferase reporter, luminescence; inhibition, % at 3.6 µM; hit rate 0.17% among 360,000; AID 588352;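 active = inhibition above a per-campaign cutoff, the mean of all compounds plus 3 SD, cut at about 60% in these data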;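 note: 0% = DMSO-treated cells and 100% = gossypol-treated cells at 36 µM; higher means less SRC3-driven luciferase light from the GAL4 reporter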
TRAIL sens C8 – sensitizes caspase-8 expressing cells to TRAIL. NB7+C8 cells + TRAIL, ATPlite viability luminescence. hit rate 1% among 360,000. inhibition (viability loss, TRAIL sensitization), % at 10 µM;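 active = compounds causing at least 50% loss of cell viability in the single-dose screen, relative to plate controls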
CF NFkB block – blocks PAF-induced NF-kB reporter in cystic fibrosis cells; AID 588850; hit rate 0.86% among 360,000; inhibition, % at 5 µM; KKLEB NF-kB-GFP reporter, GFP fluorescence overnight;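 active = at least 50% inhibition at 5 µM, scaled per plate between neutral and stimulator controls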;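 note: PAF is a Pseudomonas aeruginosa culture filtrate used as stimulus; plate controls were PAF-stimulated DMSO wells for no effect and unstimulated DMSO wells for full effect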
TROY signal inh – inhibitors of TROY-dependent NF-kB signaling | inhibition, % at 10 µM | hit rate 0.98% among 360,000 | Q293 LMP1-TROYcd NF-kB luciferase reporter, 4 h;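 active = compounds whose plate-normalised and pattern-corrected inhibition of the luciferase reporter signal at the single screening dose is 50% or more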
LRH-1 inv ag – inverse agonists of human LRH-1 (NR5A2); O00482; HEK293T StAR-luciferase reporter, LRH-1 transfected, 24 h; inhibition, % at 3.6 µM; hit rate 0.13% among 360,000; AID 602396;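 active = inhibition above the mean inhibition of all tested compounds plus 3 SD, cut at about 73% in these data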;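 note: 0% = DMSO wells and 100% = reporter-only cells lacking LRH-1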
LMP1 NFkB inh – Epstein-Barr LMP1 NF-kappaB reporter inhibition; LMP1-induced NF-kappaB luciferase reporter cells, luminescence; inhibition, % at 12.5 µM; hit rate 0.69% among 350,000; AID 504558; in the data active = inhibition above about 41%;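 note: 0% = neutral control wells and 100% = reference inhibitor control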
TWEAK-Fn14 inh – inhibitors of TWEAK-Fn14 interaction signaling | TWEAK-stimulated Fn14 reporter cells, luciferase luminescence, 8 h | inhibition, % at 10 µM | hit rate 2% among 360,000; in the data active = inhibition above about 50%
SRC1 inh – inhibitors of human steroid receptor coactivator 1 (SRC1); hit rate 0.12% among 360,000; AID 588354; inhibition, % at 3.6 µM; HEK293 GAL4-SRC1 luciferase reporter, luminescence;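 active = inhibition above the campaign mean plus 3 SD, with each screening campaign given its own cutoff, cut at about 60% in these data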;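 note: 0% = DMSO treated cells and 100% = gossypol at 36 µM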
KKLEB cytotox – CF airway cell cytotoxicity counter-screen; KKLEB CF airway cells viability, ATPlite luminescence, overnight; active compounds read low; cells stimulated with P. aeruginosa culture filtrate; activity change (cytotoxicity), % at 5 µM; hit rate 0.36% among 360,000; AID 602141;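 active = corrected activity change at or below -50% at 5 µM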
NCOA2 inhibitor – inhibits human steroid receptor coactivator 2; Q15596; inhibition, % at 9 µM; hit rate 0.17% among 370,000; HEK293 GAL4-SRC2 luciferase reporter, luminescence; AID 651957;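 active = inhibition above the mean inhibition of all tested compounds plus 3 SD, set per campaign, cut at about 52% in these data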;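 note: 0% = DMSO treated cells and 100% = cells given Gossypol at 36 µM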
Target sequence (Q15596 whole entry, looked up, the tested form may be a part): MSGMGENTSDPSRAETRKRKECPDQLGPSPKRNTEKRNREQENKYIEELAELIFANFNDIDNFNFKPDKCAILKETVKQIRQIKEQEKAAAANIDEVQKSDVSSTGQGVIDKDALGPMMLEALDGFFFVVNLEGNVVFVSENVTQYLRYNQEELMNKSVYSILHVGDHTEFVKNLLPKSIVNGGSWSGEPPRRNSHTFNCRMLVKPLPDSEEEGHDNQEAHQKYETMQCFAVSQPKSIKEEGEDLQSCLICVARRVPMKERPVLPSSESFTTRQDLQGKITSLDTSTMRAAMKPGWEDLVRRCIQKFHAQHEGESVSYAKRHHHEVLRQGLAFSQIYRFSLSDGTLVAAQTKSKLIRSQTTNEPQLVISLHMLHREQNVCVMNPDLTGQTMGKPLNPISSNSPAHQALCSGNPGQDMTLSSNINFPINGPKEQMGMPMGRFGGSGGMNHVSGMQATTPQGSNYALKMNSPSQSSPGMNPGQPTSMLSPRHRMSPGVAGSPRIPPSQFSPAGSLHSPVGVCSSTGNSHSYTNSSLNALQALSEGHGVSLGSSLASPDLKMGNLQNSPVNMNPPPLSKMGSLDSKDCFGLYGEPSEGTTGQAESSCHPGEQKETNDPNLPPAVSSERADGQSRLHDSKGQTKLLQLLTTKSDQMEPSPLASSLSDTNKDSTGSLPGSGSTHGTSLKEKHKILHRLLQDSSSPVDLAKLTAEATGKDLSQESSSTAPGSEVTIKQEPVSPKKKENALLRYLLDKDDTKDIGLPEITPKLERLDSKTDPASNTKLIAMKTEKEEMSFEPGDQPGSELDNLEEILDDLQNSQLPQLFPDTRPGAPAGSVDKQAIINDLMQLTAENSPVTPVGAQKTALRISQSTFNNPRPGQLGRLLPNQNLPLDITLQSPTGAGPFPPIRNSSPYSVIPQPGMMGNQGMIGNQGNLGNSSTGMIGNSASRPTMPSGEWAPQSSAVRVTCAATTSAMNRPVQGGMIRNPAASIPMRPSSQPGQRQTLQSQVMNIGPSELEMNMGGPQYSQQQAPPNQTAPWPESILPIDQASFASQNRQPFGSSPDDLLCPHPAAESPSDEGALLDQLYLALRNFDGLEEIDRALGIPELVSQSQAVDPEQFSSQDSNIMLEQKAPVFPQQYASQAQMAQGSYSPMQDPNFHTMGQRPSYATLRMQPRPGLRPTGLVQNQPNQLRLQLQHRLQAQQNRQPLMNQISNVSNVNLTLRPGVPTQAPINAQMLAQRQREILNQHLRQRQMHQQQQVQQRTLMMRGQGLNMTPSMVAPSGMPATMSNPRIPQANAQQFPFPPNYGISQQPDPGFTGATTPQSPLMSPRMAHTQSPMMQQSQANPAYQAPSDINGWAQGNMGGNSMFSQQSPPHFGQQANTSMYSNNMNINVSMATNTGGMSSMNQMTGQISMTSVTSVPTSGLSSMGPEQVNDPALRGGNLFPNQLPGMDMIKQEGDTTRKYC
* marks the source's active call; other numbers are inactive results; nt = not tested or not shown.

SMILES	COUP-TFII inh	NCOA3 inh	TRAIL sens C8	CF NFkB block	TROY signal inh	LRH-1 inv ag	LMP1 NFkB inh	TWEAK-Fn14 inh	SRC1 inh	KKLEB cytotox	NCOA2 inhibitor
CCCCCCn1c(CN2CCCCC2CC)nc2c1c(=O)n(C)c(=O)n2C (configuration not stated)	0.2	-7.4	-5.1	-13.3	-10.6	-11.3	0.3	-18.1	-9.5	-4.5	24.6
c1ccc(-c2ccc(OCCCNC3CCCC3)cc2)cc1	-12.3	14.0	22.0	5.1	-5.5	-35.2	-57.8	-10.7	0.3	-10.4	-15.2
COCCCN1C(=O)C(CC(=O)NCc2cccs2)CC(C(=O)N2CCOCC2)=C1C (configuration not stated)	-3.3	-4.1	7.4	2.9	1.4	3.3	-3.6	-0.6	11.4	-5.8	-28.9
CCOC(=O)c1cnc(SCC)[nH]c1=O	-3.0	-1.0	0.7	-1.3	-11.0	-2.4	1.8	-5.8	0.6	2.5	8.7
COc1ccc(N(CC(=O)N2CCN(c3ccccc3)CC2)S(=O)(=O)c2ccccc2)cc1	-5.0	7.5	-18.8	-14.1	-6.5	0.5	-4.3	-7.2	-15.1	11.1	-12.1
O=C(CN1CCC(C(=O)c2ccc3c(c2)OCCO3)CC1)Nc1ccccc1C(F)(F)F	-8.8	5.5	7.0	-1.7	22.5	7.0	3.8	-3.0	-6.1	4.5	-11.6
CNS(=O)(=O)c1cccc(C(=O)NNC(=O)CN(C)S(=O)(=O)c2ccc(Cl)cc2)c1	0.8	13.7	-14.4	1.5	8.5	-7.0	0.5	14.7	4.4	-6.2	-3.1
CC(C)Oc1ccc(C(=O)Nc2cc(=O)n(C)c(=O)n2C)cc1	-5.7	-21.9	1.6	-17.5	-12.2	3.9	-2.7	0.9	-9.1	-5.3	-14.6
COc1cc(/C=C/C(=O)N2CCCC2)cc(OC)c1OC	-10.7	6.2	6.3	-4.5	6.7	11.4	-2.2	-6.1	-16.6	5.9	13.2
CCOC(=O)N1CCN(c2ccncc2S(=O)(=O)N2CCCCC2)CC1	4.5	6.2	-1.7	3.6	14.5	-2.4	3.9	-2.1	-4.9	-11.7	8.8
Cc1nc2ccccc2cc1C(=O)N/N=C/c1ccccc1[N+](=O)[O-]	5.0	-4.2	-2.8	-11.2	-50.1	10.4	5.1	0.2	6.7	13.5	-1.9
CCOc1ccc(Oc2ccccc2NC(=O)CCNC(C)=O)cc1	4.7	14.2	0.4	6.1	8.3	-4.8	4.6	2.6	-21.0	-17.7	12.3
COc1ccc(C=C(C#N)C#N)c(CSc2ccccn2)c1	13.3	0.3	1.8	-21.0	-7.3	11.5	-6.4	9.1	7.2	-6.2	1.4
OC(COC(c1ccccc1)c1ccccc1)CN1CCCCC1 (configuration not stated)	-2.9	9.7	6.9	-9.8	-4.7	7.3	-4.5	-6.4	1.3	4.5	0.3
CC1CCCCN1CC(O)COCc1ccccc1 (configuration not stated)	-7.3	-1.4	-9.4	-4.0	4.0	13.8	-7.9	-4.6	16.6	9.8	2.8
CN(C)C(=O)c1cn(-c2ccccc2)nc1-c1cccc([N+](=O)[O-])c1	11.1	-1.5	-11.8	0.3	-9.0	-1.6	4.8	5.0	-7.9	-1.1	-0.4
CC(=O)c1ccccc1NC(=O)COC(=O)CCC1CCCC1	0.0	5.3	3.0	-1.5	-4.3	-2.9	-4.0	3.2	-33.3	1.6	0.4
O=C(CSc1nc2ccccc2s1)NC1CCCc2ccccc21 (configuration not stated)	13.7	-5.8	0.0	2.7	-5.8	-16.4	-15.4	-2.9	-29.9	-0.9	11.6
COc1ccc(/C=C2\CN(Cc3ccccc3)C/C(=C\c3ccc(OC)cc3)C2=O)cc1	-8.6	12.2	25.0	-3.6	3.6	3.8	-66.1	14.8	-2.2	-16.1	1.6
Cc1cn(CC(=O)NCCN2CCOCC2)c(=O)[nH]c1=O	12.1	-4.8	-7.0	-4.1	1.9	-14.3	1.0	-11.0	0.3	-5.5	11.4
COc1ccccc1NC(=O)CCCCCN1C(=O)c2cccc3cccc(c23)C1=O	-6.2	-5.3	-18.0	7.4	0.1	-27.6	-2.2	2.5	-11.9	3.0	9.6
Cc1ccc2nsnc2c1N	2.1	8.9	-11.7	-6.2	15.8	-12.1	-12.0	23.5	-10.5	5.9	-12.9
CC(Oc1ccc(Cl)cc1Cl)C(=O)NCCCn1ccnc1 (configuration not stated)	3.5	7.6	7.3	-14.0	-6.4	-1.0	-0.1	3.4	-3.7	2.2	34.8
CCOC(=O)c1c(CN2CCOCC2)n(-c2ccccc2)c2ccc(O)cc12	7.8	-16.3	-4.3	17.8	-28.3	6.4	-8.3	-29.0	-10.2	-3.2	6.5
CC(=O)Nc1cc(NC(C)=O)cc(C(=O)OCC(=O)c2ccc3c(c2)OCO3)c1	-21.2	-6.3	1.4	15.5	-21.8	-12.5	-0.9	-18.5	-26.9	-16.7	-14.2
COc1ccc(NC(=O)c2ccccc2-c2ccc(C(F)(F)F)cc2)cc1S(=O)(=O)N1CCOCC1	-17.6	3.8	-3.7	-1.6	-13.9	15.0	-5.5	4.8	1.2	6.1	10.0
O=C(NCCCN1CCCC1=O)c1ccc(NS(=O)(=O)c2cccc([N+](=O)[O-])c2)cc1	-2.3	-10.2	4.8	11.3	1.3	3.5	-1.7	-0.2	-15.6	-3.7	1.2
CCCCCCCC(=O)Nc1ccc(C(=O)N/N=C/c2cccc([N+](=O)[O-])c2)cc1	1.4	-12.8	56.6*	34.1	-25.1	2.0	-58.4	-58.5	2.4	-31.2	-17.1
O=C1NC[C@H](CC2CCCCC2)N(CCc2cccc3ccccc23)C1=O	-10.1	nt	3.4	nt	-9.7	6.9	nt	-12.4	nt	nt	1.4
COc1ccccc1OCc1cc(C(=O)NCc2ccc(N3CCCC3=O)cc2)no1	3.0	-0.4	7.2	12.6	-47.6	-5.0	-3.3	-32.2	7.6	-6.8	-27.8

Arranged by the number under NCOA3 inh (lowest first): some entries from above.
structure,NCOA3 inh
CCOC(=O)c1c(CN2CCOCC2)n(-c2ccccc2)c2ccc(O)cc12,-16.3
COc1ccccc1NC(=O)CCCCCN1C(=O)c2cccc3cccc(c23)C1=O,-5.3
CN(C)C(=O)c1cn(-c2ccccc2)nc1-c1cccc([N+](=O)[O-])c1,-1.5

Among those listed so far, four have a halogen.
SMILES	COUP-TFII inh	NCOA3 inh	TRAIL sens C8	CF NFkB block	TROY signal inh	LRH-1 inv ag	LMP1 NFkB inh	TWEAK-Fn14 inh	SRC1 inh	KKLEB cytotox	NCOA2 inhibitor
O=C(CN1CCC(C(=O)c2ccc3c(c2)OCCO3)CC1)Nc1ccccc1C(F)(F)F	-8.8	5.5	7.0	-1.7	22.5	7.0	3.8	-3.0	-6.1	4.5	-11.6
CNS(=O)(=O)c1cccc(C(=O)NNC(=O)CN(C)S(=O)(=O)c2ccc(Cl)cc2)c1	0.8	13.7	-14.4	1.5	8.5	-7.0	0.5	14.7	4.4	-6.2	-3.1
CC(Oc1ccc(Cl)cc1Cl)C(=O)NCCCn1ccnc1 (configuration not stated)	3.5	7.6	7.3	-14.0	-6.4	-1.0	-0.1	3.4	-3.7	2.2	34.8
COc1ccc(NC(=O)c2ccccc2-c2ccc(C(F)(F)F)cc2)cc1S(=O)(=O)N1CCOCC1	-17.6	3.8	-3.7	-1.6	-13.9	15.0	-5.5	4.8	1.2	6.1	10.0

Later entries
SMILES	COUP-TFII inh	NCOA3 inh	TRAIL sens C8	CF NFkB block	TROY signal inh	LRH-1 inv ag	LMP1 NFkB inh	TWEAK-Fn14 inh	SRC1 inh	KKLEB cytotox	NCOA2 inhibitor
COc1ccc(CN(C)Cc2cc(=O)oc3cc(C)c(C(C)C)cc23)cc1OC	7.8	-11.3	16.8	26.0	6.8	-7.2	3.9	-22.1	-12.2	-5.2	-0.5
C/[N+]([O-])=C\c1coc2ccccc2c1=O	-0.1	15.0	12.2	4.9	-6.2	12.1	-0.7	5.1	-3.3	0.6	-34.8
c1cncc(-c2nc(-c3cccs3)cs2)c1	-13.4	-31.1	-10.3	-8.3	nt	-5.5	-10.0	4.5	-21.6	-6.5	-1.9
COc1cccc(OCCn2cc(C(C)=O)c3ccccc32)c1	48.6*	25.5	24.8	-5.3	1.6	14.1	9.7	22.9	26.2	-11.9	25.2
Cc1nc(-c2ccncc2)nc(NCCNc2ncccc2C(F)(F)F)c1Cl	-7.3	24.9	7.8	16.2	-15.7	0.6	-10.5	-0.2	-5.2	-10.8	-5.2
CN(C(=O)CCN1C(=O)/C(=C/c2ccccc2F)SC1=S)C1CCS(=O)(=O)C1 (configuration not stated)	-18.1	10.3	-34.4	-14.9	2.0	12.9	2.0	28.1	-6.3	2.3	-10.4
CCN(CC)/C(=N/O)NC(=O)NS(=O)(=O)c1ccc(C)cc1	7.2	17.4	2.4	-7.2	12.3	7.6	-11.4	-5.8	1.4	-1.0	8.3
CC(C)C(=O)c1ccc(O)c(O)c1	-5.8	6.3	2.2	-7.0	-2.3	2.5	-4.0	-13.4	-4.8	3.6	-26.4
O=C(Cn1cc(C(=O)C(F)(F)F)c2ccccc21)N1CCOCC1	-9.9	7.8	-0.7	6.4	-10.0	2.8	-4.6	-0.7	18.1	-1.3	-5.4
CC1(C)CCC(=O)C=C1Nc1ccc(F)c(Cl)c1	-14.5	-3.2	-12.7	9.1	9.6	0.3	-0.6	-20.6	-1.7	-4.3	-4.9
CC(=O)c1ccc(N=Nc2ccc(C)cc2)cc1	-36.4	-25.2	46.6	-20.7	61.0*	-124.9	-10.3	68.2*	-87.5	-14.7	-30.3
O=[N+]([O-])c1ccc(Cl)c(/C=N/N2CCN(c3ccccc3)CC2)c1	5.8	-3.9	0.8	-6.5	-15.8	0.7	-3.5	-34.2	-8.4	-6.3	-24.7
Cc1ccc(CNC(=O)Nc2nnc([C@H]3C[C@H](O)[C@@H](CO)O3)s2)cc1	46.9*	1.3	-0.7	9.9	9.1	-7.0	nt	2.9	-10.8	-5.5	19.8
O=c1[nH]c(C2CCCN(S(=O)(=O)c3ccc(F)cc3)C2)nc2c1nnn2Cc1ccc(F)cc1 (configuration not stated)	-11.9	4.6	-14.3	10.5	6.1	-9.8	-0.1	7.6	-65.3	1.6	-23.1

Structures shown so far with a thiophene ring, fused or not (two):
SMILES	COUP-TFII inh	NCOA3 inh	TRAIL sens C8	CF NFkB block	TROY signal inh	LRH-1 inv ag	LMP1 NFkB inh	TWEAK-Fn14 inh	SRC1 inh	KKLEB cytotox	NCOA2 inhibitor
COCCCN1C(=O)C(CC(=O)NCc2cccs2)CC(C(=O)N2CCOCC2)=C1C (configuration not stated)	-3.3	-4.1	7.4	2.9	1.4	3.3	-3.6	-0.6	11.4	-5.8	-28.9
c1cncc(-c2nc(-c3cccs3)cs2)c1	-13.4	-31.1	-10.3	-8.3	nt	-5.5	-10.0	4.5	-21.6	-6.5	-1.9
